Bioassay records: PubChem, several laboratories
WT yeast gro inh – growth inhibition of WT strain, primary screen, mitochondrial fusion inhibitor project, WT and mutant strains, chemical genetic | mitochondrial fusion phenotypic screen | inhibition, % at 10 µM | 2.1% of 190,000 active | AID 1362, 2008; in the data active means inhibition above about 58%; tested in S. cerevisiae
MT stabilize HCS – microtubule stabilizers in HeLa cells, primary screen, imaging, high-content imaging | 0.83% of 200,000 active | % tubulin-high responders, % at 10 µM | AID 2205, 2009 | HeLa tubulin immunostaining HCS, 24 h; share of cells brighter than vehicle mean+2SD;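 active means plate Z-score above 3 for both tubulin-high and condensed-nucleus cell shares, with cell loss under 80%, at 10 µM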;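 further: anti alpha tubulin signal scored within the nucleus-defined area of each cell; some results filed as inactive read as strong as hits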
Ins promoter up – insulin promoter activators in MIN6 cells, imaging, high-content screening, mouse beta cells. z-score at 5 µM. MIN6 insulin promoter-GFP reporter; active compounds read high. 0.3% of 190,000 active;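 active means z-score above 3 at 5 µM with at least 500 cells counted in the well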
PMI inhibition – human PMI inhibitors, high substrate, primary screen, biochemical, fluorescence intensity, high mannose 6-phosphate (AID 1220); recombinant PMI enzyme, coupled fluorescence intensity; higher % means a stronger effect; inhibition, % at 20 µM, or IC50 in µM where a hit was titrated; Mannose-6-phosphate isomerase (Homo sapiens); 0.66% of 190,000 active
Dynein cargo inh – inhibitors of GR-EGFP nuclear translocation, primary screen, dynein cargo transport inhibitor project, imaging, high-content, 3617.4 mouse cells; 0.47% of 220,000 active; z-score, hits read low; test concentration mostly 20 µM; stimulated with dexamethasone, 1 µM; active compounds read low; AID 1381, 2008;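 active means plate z-score of nuclear minus cytoplasmic receptor signal below a set negative limit, without overly bright fluorescence or cell loss, cut at about -3.5 in these data, passing the limit was not always enough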;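 further: z-score of nuclear minus cytoplasmic ring GR-EGFP intensity difference per well; some compounds called inactive have numbers as strong as hits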
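Buffer or medium: tetracycline-free induction medium containing charcoal-stripped FBS / Reagent: dexamethasone agonist, 1.0 µM final, for 30 min / Technique: automated 10x imaging of fixed Hoechst-stained cells / Times: induction 48 h, compound 1 h, agonist 30 min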
Autophagy mod – autophagy modulators in MEF cells, primary screen, imaging, high-content, MEF GFP-LC3; MEF GFP-LC3 puncta imaging; test concentration mostly 10 µM; calls only at 10 µM (by protocol); 0.98% of 190,000 active; AID 463193, 2010;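 active means percentage of spot-positive cells more than 3 SD above its plate mean, without a fluorescence outlier flag or 80% toxicity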;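 further: spot-positive cell cutoff set from DMSO-treated cells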
PMI inhibitors – inhibitors of human PMI, primary screen, biochemical, fluorescence intensity, coupled assay (AID 1209); Mannose-6-phosphate isomerase (Homo sapiens); purified PMI enzyme, coupled fluorescence intensity; higher % means a stronger effect; inhibition, % at 20 µM; hits with a dose series show IC50 in µM; 0.42% of 190,000 active;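 further: plate controls were DMSO vehicle for no effect and wells lacking substrate for full effect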
b-catenin transl – modulators of beta-catenin nuclear translocation, primary screen, imaging, HeLa cells, immunofluorescence, high-content; 0.3% of 190,000 active; nuclear translocation activity, % at 5 µM;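 active means nuclear translocation activity above 50% at 5 µM, with a well cell count of 50 or more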;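 further: per-cell ratio of nuclear to cytoplasmic median beta-catenin stain intensity; plate controls were DMSO negative control for no effect and GSK-3 inhibitor IX positive control for full effect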
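Technique: fluorescence imaging of beta-catenin antibody stain plus DAPI / Material: human HeLa cell line / Incubation: compound treatment 24 h, 37°C, 5% CO2 / Read-out basis: % activation of per-cell nuclear versus cytoplasmic median beta-catenin signal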
Yfh1-depleted yeast – enhancers of respiration in Yfh1-depleted yeast, dose response, Friedreich's ataxia, plus single-dose screen (AID 1465) | S. cerevisiae Yfh1-off respiration, WST-1 reduction, 72 h; higher fold induction means a stronger effect | fold induction at 50 µM, or EC50 in µM where a hit was titrated | 0.074% of 220,000 active;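 active means fold induction of absorbance versus untreated yeast above a set limit, then at least 30% activation at any dose in follow-up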;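 further: activators that raise dye reduction in frataxin-depleted yeast; strong numbers were not always called active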
WT yeast gro inh mutant strain – further read-out of WT yeast gro inh, marked with its call; inhibition, %; mitochondrial fusion phenotypic screen, mutant strain inhibition
Dynein cargo inh cytoplasmic EGFP – further read-out of Dynein cargo inh, marked with its call; z-score; measured here: cytoplasmic GR-EGFP intensity; active compounds read high
Dynein cargo inh nuclear GR-EGFP – recorded beside Dynein cargo inh, whose call it bears; z-score; measured here: nuclear GR-EGFP intensity;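 lower value marks the stronger effect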
Dynein cargo inh cell count – recorded beside Dynein cargo inh, whose call it bears; z-score; measured here: cell count per field
Ins promoter up cell count – recorded beside Ins promoter up, whose call it bears; cell count; measured here: cytotoxicity, nuclei count;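 total cells summed across four imaged fields per well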
b-catenin transl cell count 5 µM – also measured in b-catenin transl; calls as there; cell count; measured here: cell count, cytotoxicity flag
MT stabilize HCS Hoechst-high % – second read-out of MT stabilize HCS, no call of its own (marks repeat the call); % Hoechst-high responders; measured here: nuclear condensation Hoechst responders;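 share of cells brighter than vehicle mean plus two SD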
MT stabilize HCS cytotoxicity % – further read-out of MT stabilize HCS, marked with its call; toxicity, %; measured here: cytotoxicity by cell density;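 0% = mean cell density of plate MIN control wells and 100% = no cells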
Autophagy mod cell loss 18 h – further read-out of Autophagy mod, marked with its call; toxicity, %; measured here: cell loss, nuclei count;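 cell loss after 18 h compound exposure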
The depositor's hits bear a star; i = inactive; . = no result given. Unless noted, no stated cut-off is given here; in the data, active means inhibition above about 50%; inactive means the rest.

SMILES	WT yeast gro inh	WT yeast gro inh mutant strain	MT stabilize HCS	MT stabilize HCS Hoechst-high %	MT stabilize HCS cytotoxicity %	Ins promoter up	Ins promoter up cell count	PMI inhibition	Dynein cargo inh	Dynein cargo inh cytoplasmic EGFP	Dynein cargo inh nuclear GR-EGFP	Dynein cargo inh cell count	Autophagy mod	Autophagy mod cell loss 18 h	PMI inhibitors	b-catenin transl	b-catenin transl cell count 5 µM	Yfh1-depleted yeast
Cc1cc(=O)n2c(C(=O)Nc3ccc(C)c(C)c3)c(C(=O)Nc3ccccc3)sc2n1	-7.6	-1.2	1.6	2.6	9.9	-0.61	1333	-17.2%	-0.399	-0.36	0.122	0.863	i	-1.8	-25.2%	1.1	1026	i
COc1ccc(S(=O)(=O)N(C)CC(=O)NC2CCCCC2)cc1Cl	33.9	-26.4	2.5	1.3	6.8	-1.25	825	3.2%	0.0636	-0.146	0.186	0.531	i	23.8	9.7%	-6.2	1187	i
Cc1ccc(Cl)c(OCC(=O)NN2CCN(C)CC2)c1	.	.	.	.	.	-0.39	1099	.	-0.292	-0.828	0.0223	0.724	.	.	.	0.5	1255	i
CN(C)S(=O)(=O)c1cc(NC2CC(=O)N(c3ccc(F)cc3)C2=O)ccc1Cl (stereo unspecified)	-1.6	3.5	2.8	2.6	3.9	0.09	1561	3.4%	0.163	-0.235	0.701	-0.706	i	-8.9	0.3%	-2.8	1122	i
C/C(Cc1ccccc1)=N\NC(=O)CNC(=O)c1ccccc1	-9.2	6.8	4.4	2.9	9.7	0.75	1570	5.1%	0.121	-0.266	-0.0694	0.107	i	1.0	12.6%	1.2	1069	i
CC(C)(C)c1cc(NC(=O)CSc2nnc(NCc3ccccc3)s2)n(-c2ccccc2)n1	-2.1	-4.3	4.7	3.3	4.0	-0.02	1221	11.8%	-0.335	-0.238	-0.419	0.0174	i	17.5	11.1%	-4.0	1179	i
COc1cc(/C=N/NC(=O)c2ccc(=O)[nH]n2)ccc1O	-3.9	2.6	5.4	1.7	0.4	-0.34	1453	-1.3%	0.147	-0.187	0.248	-0.262	i	18.0	2.3%	0.3	1050	i
CCOC(=O)C1=C(C)NC(C)=C(C(=O)OCC)C1c1cc(N)ccc1OC(F)F	-7.8	-19.0	4.0	1.9	4.4	0.45	763	3.9%	-0.159	-0.217	-0.365	-0.0333	i	-1.1	9.7%	1.1	957	i
COCCSc1nnc(NS(=O)(=O)Cc2ccccc2)s1	4.2	-6.7	3.2	2.5	3.0	0.02	1318	-6.2%	0.25	-0.24	0.463	0.195	i	0.2	10.3%	0.8	1004	i
CN(CCNC(=O)CCNC(=O)Cn1ccc2ccccc2c1=O)Cc1ccccc1	-4.6	-6.2	3.5	1.4	11.1	-1.02	1257	-2.7%	0.55	-0.207	-0.0831	0.401	i	19.9	-1.8%	4.6	1410	i
Cc1ccc(-c2nc(NC(=O)c3cc(C(C)(C)C)nn3C)sc2C)cc1Cl	.	.	.	.	.	0.06	1290	.	-0.184	-0.233	-0.335	0.82	.	.	.	0.3	1258	i
CCn1c(C)csc1=NC(=O)c1ccccc1O	7.6	19.0	4.2	1.9	6.6	-0.06	806	8.6%	1.82	-0.00791	1.09	-0.735	i	8.4	9.5%	.	.	i
Cc1ccc(C)c(CSc2nnc(-c3ccccn3)n2N)c1	20.5	30.5	1.3	2.0	6.8	0.5	1122	8.3%	-0.319	-0.223	-0.0363	0.121	i	58.6	9.8%	-2.0	1031	i
N#C/C(=C\c1cc2ccccc2nc1N1CCOCC1)C(=O)Nc1ccc(N2CCOCC2)cc1	15.8	3.0	1.9	0.6	2.4	-0.39	1266	7.8%	-0.588	0.0102	-0.25	0.71	i	25.2	5.6%	0.2	531	i
COCCNC(=O)c1ccc(N2CCCCC2)c(NS(=O)(=O)c2ccc(C)cc2)c1	12.4	0.9	3.9	4.2	7.4	0.16	1781	-42.5%	-0.0657	-0.00648	0.00985	0.727	i	3.5	-21.8%	-0.2	1061	i
O=C(CCCc1ccccc1)Nc1nncs1	-9.7	-19.0	4.6	2.1	11.9	0.09	1234	-8.9%	-0.0542	-0.166	0.31	0.169	i	2.0	-13.2%	-0.8	1072	i
C=CCNC(=S)N1CCN(c2ncc3c(=O)c(C(=O)O)cn(CC)c3n2)CC1	17.6	39.2	2.8	1.4	5.4	0.45	1601	14.8%	-0.811	-0.194	-0.203	0.402	i	7.7	19.9%	-2.2	1441	i
Cc1nc(N)sc1-c1csc(Nc2ccccc2)n1	1.9	2.7	1.8	2.6	2.9	-2.1	1198	20.1%	-0.739	-0.254	-0.647	0.169	i	-0.5	39.2%	.	.	i
Nc1[nH]c(=S)[nH]c(=O)c1-c1ccccc1	-8.6	-2.2	7.6	3.5	8.8	0.07	1740	18.2%	-0.545	-0.204	-0.11	0.29	i	8.9	21.9%	-1.8	1106	i
COCC(C)NC(=O)CCSc1nc(-c2ccc(OC)cc2)cc(C(F)(F)F)n1 (stereo unspecified)	36.9	3.0	2.8	1.3	5.1	.	.	-4.8%	-0.368	-0.176	-0.429	1.1	i	4.4	1.1%	5.3	386	.
COc1cccc(OC)c1C(=O)Nc1ccc(NC(=O)c2ccco2)cc1	8.7	7.7	2.4	1.6	0.2	-0.6	1483	3.3%	0.752	-0.0959	0.492	-0.752	i	3.0	-9.3%	-7.3	962	i
CCOC(=O)C1CCCN(C(=O)c2cc3c(C)nc4ccccc4c3o2)C1 (stereo unspecified)	-7.4	0.3	2.4	1.8	5.1	0.03	1606	6.6%	1.89	-0.253	0.921	-1.33	i	-10.3	9.8%	-1.7	1037	i
Cc1ccc(CNC(=O)CN(c2cccc([N+](=O)[O-])c2)S(=O)(=O)c2ccccc2)cc1	-9.1	-15.0	1.3	1.6	5.9	-0.21	1552	17.7%	0.473	-0.226	0.575	-0.82	i	8.0	29.8%	-1.4	1051	i
COc1ccc2c(c1)C1C=CCC1C(c1cc3c(cc1Br)OCO3)N2 (stereo unspecified)	18.5	18.6	38.5*	17.3*	32.2*	.	.	25.6%	-0.182	-0.199	-0.391	0.114	i	1.4	7.1%	.	.	i
CCOc1ccc(C(C)NC(=O)C2CCCC2)cc1 (stereo unspecified)	-5.5	-8.4	1.4	1.9	3.7	-0.33	1625	9.3%	0.704	-0.264	0.36	-1.45	i	9.3	8.5%	-1.3	975	i
Cc1cc(-c2cccs2)c2c(n1)sc1c(=O)[nH]c(=O)[nH]c12	1.1	-5.6	3.3	2.2	5.8	-0.44	1207	-6.2%	-0.443	-0.141	0.0794	0.489	i	-12.8	7.3%	-0.2	1078	i
CC1(C)NC(=O)N(CCCCOc2ccc(Cl)cc2C=O)C1=O	-8.2	-9.4	3.0	1.7	1.9	0.56	1631	9.9%	0.89	-0.269	0.535	0.369	i	-21.0	6.0%	-1.2	983	i
Cc1ccc(-c2csc3ncnc(NS(=O)(=O)c4ccc(Cl)cc4)c23)cc1	19.4	-6.9	8.2	1.3	11.0	-0.21	1392	-5.8%	1.38	0.00349	1.03	-1.34	i	9.4	-1.2%	-0.9	1082	i
NC1=NC(c2ccc(Cl)cc2)N(c2ccc(S(N)(=O)=O)cc2)C(N)=N1 (stereo unspecified)	.	.	.	.	.	1.06	1374	.	-1.3	-0.261	-0.893	1.32	.	.	.	-0.5	1055	i
CSc1nc(N(C)CCO)c2sc3nc(-c4ccco4)c4c(c3c2n1)CCC4	-1.1	-5.5	1.9	1.6	10.0	-0.58	1492	-17.0%	-0.613	-0.0737	-0.408	0.43	i	-3.6	0.4%	0.1	1435	i
COCCCNC(=S)NNC(=O)c1cc(Cl)c(O)c(Cl)c1	.	.	.	.	.	-0.14	1096	.	-0.831	0.0596	0.0386	0.775	.	.	.	1.3	1304	i
CC(=O)N(C(C)=O)N1C(=O)/C(=C/c2ccc(Cl)cc2)SC1=S	11.1	8.6	4.7	4.4	7.6	-0.37	1191	0.8%	-0.535	0.601	0.163	1.19	i	-0.6	6.0%	-1.0	1081	i
CCOC(=O)CNC(=S)N(CCCN1CCCCC1)Cc1cccs1	15.2	-5.4	2.7	3.2	10.6	-0.43	1320	1.7%	1.44	-0.261	0.661	-0.514	i	-29.8	4.5%	0.0	1110	i
CN(C)c1cccc(C(=O)OCC(=O)N(Cc2ccccc2)C2CCS(=O)(=O)C2)c1 (stereo unspecified)	18.8	-10.6	4.3	2.3	1.7	-0.74	1197	-4.5%	1.12	-0.198	0.706	-0.595	i	-2.4	-10.7%	-1.1	1060	i
